# High-throughput results (PubChem BioAssay)
# PHOSPHO1 inh: blocks human PHOSPHO1 phosphatase activity; recombinant PHOSPHO1, absorbance phosphatase assay; inhibition, % at 13.3 µM; hit rate 1.1% among 290,000; AID 1565; in the data active means inhibition above about 60%
# Target sequence (Q8TCT1 whole entry, looked up): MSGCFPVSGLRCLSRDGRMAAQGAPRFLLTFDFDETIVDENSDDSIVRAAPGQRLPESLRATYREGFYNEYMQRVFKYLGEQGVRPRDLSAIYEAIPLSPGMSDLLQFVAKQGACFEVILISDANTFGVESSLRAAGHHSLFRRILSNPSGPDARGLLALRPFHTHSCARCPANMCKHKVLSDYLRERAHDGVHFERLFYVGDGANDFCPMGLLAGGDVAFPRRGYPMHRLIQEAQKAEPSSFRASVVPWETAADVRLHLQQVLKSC
# NALP1 inh: blocks the NALP1 inflammasome reconstituted in yeast | AID 2071 | inhibition, % at 10 µM | hit rate 0.61% among 280,000 | S. cerevisiae NALP1/ASC/caspase-1 growth, X-gal OD620, 72 h; in the data active means inhibition mostly above about 24%, no sharp cut-off; inactive means mostly below about 32%; further: some compounds called inactive have numbers as strong as hits
# IDE act: boosts human insulin-degrading enzyme activity in HEK cells; FAbeta-B cleavage, fluorescence polarization; 0% vehicle, 100% cell-free pure enzyme wells; hit rate 0.073% among 340,000; activation, % at 5.96 µM;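 active means activation above the mean of all tested compounds plus 3 SD, set per screening campaign, cut at about 17% in these data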
# VIM-2 inh: inhibitors of Pseudomonas aeruginosa VIM-2 metallo-beta-lactamase; hit rate 0.89% among 290,000; purified VIM-2, nitrocefin hydrolysis, epi-absorbance fluorescence; inhibition, % at 5.6 µM; AID 1527;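 active means inhibition above the mean of all tested compounds plus 3 SD, cutoff set per screening run, cut at about 7.5% in these data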;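 further: red hydrolysis product quenches plate fluorescence so inhibitors raise well fluorescence; 0% = enzyme with DMSO and 100% = DMSO without enzyme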
# p-CIP stab down: lowers stability of the mouse p/CIP coactivator protein; hit rate 0.01% among 290,000; AID 1984; F442A p/CIP-EGFP cells, EGFP fluorescence, 16 h; decrease of EGFP signal, % at 10 µM; Q05BA5;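 active means EGFP signal decrease of at least 30% at 10 µM or well 3 SD below plate mean, unless failing retest; inactive means the rest, including hits failing retest or dose response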; further: some compounds called inactive have numbers as strong as hits; many of its hits are not listed in these tables
# IMP-1 inhibitor: blocks Pseudomonas aeruginosa IMP-1 metallo-beta-lactamase; AID 1556; inhibition, % at 5.6 µM; purified IMP-1, nitrocefin hydrolysis, epi-absorbance fluorescence; hit rate 0.45% among 290,000;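 active means inhibition above the mean plus 3 SD of all compounds in the same screening run, cut at about 4.5% in these data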;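 further: 0% = IMP-1 with DMSO and 100% = DMSO wells lacking enzyme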
#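 System – purified recombinant IMP-1 beta-lactamase · Input – IMP-1 dispensed at 0.2 nM · Timing – 15 min preincubation plus 25 min reaction at 25 °C · Signal – Epi-absorbance fluorescence, 480 nm excitation, 530 nm emission · Measure – percent IMP-1 inhibition derived from blank-referenced optical density · Controls – Enzyme-plus-DMSO low control, enzyme-free DMSO high control · Replication – singlicate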
# IDE cell inh: inhibits human insulin-degrading enzyme in HEK cells; P14735; FAbetaB cleavage, fluorescence polarization; inhibition, % at 5.59 µM; hit rate 0.41% among 320,000;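 active means percent inhibition above the average of all tested compounds plus 3 SD, set per screening campaign, cut at about 16% in these data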;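 further: IDE supplied by intact live HEK cells; FP after avidin binding of uncleaved biotin substrate so inhibition keeps polarization high; 0% = DMSO wells and 100% = 60 µM reference IDE inhibitor Ii1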
# GPR7 antagonist: blocks human GPR7 receptor signaling; GPR7-expressing cells, fluorescence antagonist assay; inhibition, % at 4.4 µM; hit rate 1.1% among 290,000; AID 1861; P48145; in the data active means inhibition above about 16%, passing the limit was not always enough;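 further: cells stimulated with the agonist NPW; 0% = agonist with vehicle and 100% = vehicle without agonist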
# Target sequence (P48145 whole entry, looked up): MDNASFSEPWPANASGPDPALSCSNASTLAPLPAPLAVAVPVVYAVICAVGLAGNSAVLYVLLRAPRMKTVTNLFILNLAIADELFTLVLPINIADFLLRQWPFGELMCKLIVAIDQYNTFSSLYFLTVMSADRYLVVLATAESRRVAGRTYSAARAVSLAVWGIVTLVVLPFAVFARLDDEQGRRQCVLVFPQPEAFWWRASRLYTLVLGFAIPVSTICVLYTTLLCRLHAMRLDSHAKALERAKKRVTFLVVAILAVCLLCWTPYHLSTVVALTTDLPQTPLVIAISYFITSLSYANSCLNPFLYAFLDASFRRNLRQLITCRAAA
# M18AAP inhibitor: blocks P. falciparum M18 aspartyl aminopeptidase | recombinant PfM18AAP, H-Glu-NHMec fluorogenic cleavage | inhibition, % at 7.35 µM | hit rate 1.2% among 290,000;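 active means inhibition above the campaign mean inhibition over all tested compounds plus 3 SD, cut at about 28% in these data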;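 further: 0% = plate median of test compound wells and 100% = 2 mM ZnCl2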
# * marks the source's active call; other numbers are inactive results; nt = no result given.
SMILES,PHOSPHO1 inh,NALP1 inh,IDE act,VIM-2 inh,p-CIP stab down,IMP-1 inhibitor,IDE cell inh,GPR7 antagonist,M18AAP inhibitor
O=C(Cc1c[nH]c2ccccc12)NC1(C(=O)NC2CCCC2)CCCCC1,-3,3,0,-0.5,4,-1.3,1,-11,-12
CC(C)CC(OC(=O)c1nsc(Cl)c1Cl)C(=O)NCC1CCCO1 (configuration not stated),20,17,-5,0.5,-6,-1.0,-7,-2,-2
COc1cccc(-c2nc(CS(=O)(=O)CC(=O)NC3CCCC3)c(C)o2)c1,12,12,5,-0.4,-22,-0.8,-2,-14,-1
NC1=C(c2ccccc2)C(=O)NC1=O,42,25,2,-0.7,2,1.6,0,25,1
O=c1ccc(-c2ccc(S(=O)(=O)N3CCN(c4cccc(Cl)c4)CC3)o2)n[nH]1,38,18,4,-1.9,5,0.9,2,15,1
O=C(Nc1ccon1)c1sc2cc(F)ccc2c1Cl,-6,2,-6,0.2,3,-1.9,7,3,1
NC(=S)N/N=C/c1coc2c(ccc3ccccc32)c1=O,-11,49,1,-0.7,3,-0.6,0,0,16
COc1ccc(S(=O)(=O)NCCc2nnc3ccc(SCC(=O)Nc4nc(C)cs4)nn23)cc1,1,20,0,-2.5,-10,-1.9,3,-9,4
CCOC(=O)c1sc(NC(=O)c2ccco2)nc1-c1ccccc1,26,nt,3,0.2,-4,3.3,-5,10,-3
COc1cccc(CNC(=O)C2CCCN(S(=O)(=O)c3cnc[nH]3)C2)c1 (configuration not stated),4,-4,5,1.4,-15,-3.3,-2,-8,4
C/C=N/NC(=O)c1cc(Br)ccc1O,-2,23,-1,-1.7,0,-5.0,-2,-8,9
CCOC(=O)N1CCC(NC(=O)c2cc(S(=O)(=O)N3CCC4(CC3)OCCO4)ccc2F)CC1,6,8,-1,-2.2,8,-3.5,-4,-16,-16
Cc1ccc(S(=O)(=O)NCC(=O)N2CCCC2)cc1,28,4,5,-0.2,-6,-2.7,-2,-8,0
COc1ccc(/C=N/NC(=O)c2cccc(O)c2)cc1Cn1nc(C)c([N+](=O)[O-])c1C,-1,13,4,-1.7,5,-1.1,-5,-7,5
CCOC(=O)c1oc2cc(O)c(CC)cc2c(=O)c1-c1ccc2c(c1)OCCO2,-6,25,6,0.9,-7,0.1,-1,-3,-1
CCOc1ccc(C(=O)Nc2cccc(C(=O)O)c2)cc1Cl,23,3,1,-1.8,-17,-2.5,-4,1,6
O=C1[C@@H]2[C@H]3CC[C@H](C3)[C@@H]2C(=O)N1O,44,15,2,-0.9,-12,-1.1,1,-8,-5
COc1cccc([C@@H]2Oc3ccc(OC)cc3C(=O)[C@H]2OC(=O)N[C@H](C)C2CCCCC2)c1,-1,18,nt,-0.7,5,-1.7,1,-18,3
Cc1cc(C(=O)CSc2ncn[nH]2)c(C)n1-c1cccc(S(=O)(=O)N2CCOCC2)c1,-9,nt,-2,-1.3,-10,-3.8,0,-5,46*
Cc1ccccc1NC(=S)N1CCN(c2ccccc2Cl)CC1,8,17,1,-5.9,-25,-7.2,6,8,-3
COCCNC(=O)CCn1nc(-c2ccc(Cl)cc2)c2ccccc2c1=O,16,20,4,2.9,-5,-1.7,0,-14,-2
CCOC(=O)C1CCCCN1Cc1cccc(OCc2ccccc2)c1 (configuration not stated),29,10,4,-2.8,-4,-1.5,1,-15,-2
COC(=O)c1sccc1NC(=O)Nc1cc(C)cc(C)c1,37,3,1,-1.7,-6,-1.1,nt,-14,-8
O=C(c1ccccc1F)N1CCN(Cc2cccc(Cl)c2)CC1,1,-8,0,-7.3,-2,-3.2,0,-10,-3

# Single values from the entries so far.
# For IDE act, O=C(c1ccccc1F)N1CCN(Cc2cccc(Cl)c2)CC1 is entered as 0
# For NALP1 inh, O=c1ccc(-c2ccc(S(=O)(=O)N3CCN(c4cccc(Cl)c4)CC3)o2)n[nH]1 is entered as 18

# Next part
SMILES,PHOSPHO1 inh,NALP1 inh,IDE act,VIM-2 inh,p-CIP stab down,IMP-1 inhibitor,IDE cell inh,GPR7 antagonist,M18AAP inhibitor
CCOc1cc(C2C(C(=O)OC)=C(C)N=C3SCCC(=O)N32)ccc1OC(C)=O (configuration not stated),30,3,8,-3.9,-14,-1.9,3,-2,-2
COCCn1c(-c2ccccc2)nc2oc3cc(OC)ccc3c(=O)c2c1=O,52,0,7,-2.8,-12,-2.8,1,-3,2
C[n+]1cccc(C(=O)Nc2ccccc2)c1,26,-4,0,-0.8,-10,-2.7,2,16,-3
CCS(=O)(=O)c1ccc(N)cc1,2,14,3,-0.6,-2,-2.6,2,5,0
O=C(Nc1cccnc1)Nc1cccc([N+](=O)[O-])c1,nt,2,7,-1.9,-10,-4.6,1,-10,1
CC(C)CNC(=O)COc1cccc(C(=O)NCc2ccccc2)c1,-8,35,2,2.2,-9,-1.1,5,-9,4
CC(C)CNC(=O)c1ccccc1NC(=O)c1ccc(CN2CCOCC2)cc1,21,30,9,-1.8,-3,-1.4,-4,-1,2
COc1ccc(-n2c(COc3ccc(C)cc3)nnc2SCC(=O)O)cc1,-116,20,4,0.5,-8,1.1,-1,12,14
C/C(=N\NC(=O)Cc1ccc(O)cc1)c1cccnc1,53,4,0,-2.5,-4,-4.5,nt,-5,6
CCCCN(CCCNC(=O)Cn1nc(CC)n2c(cc3sc(C)cc32)c1=O)Cc1ccccc1,15,15,5,4.5,-7,-2.3,1,10,-2
CCc1nc2ccc(C)cc2c(C(=O)NC2CCCCC2C)c1C (configuration not stated),-23,5,-2,2.3,-10,0.1,8,18,3
O=c1[nH]ncc2c3ccccc3n(Cc3ccccc3)c12,44,1,6,-1.6,-2,-1.7,3,-11,6
C=CCc1c(C)nn(CC(=O)O)c1-c1ccccc1,-53,10,1,0.0,-1,-3.6,-4,1,0
O=C(NC1CCCCC1)C1CCC(=O)N(Cc2cccc(C(F)(F)F)c2)C1 (configuration not stated),48,-9,-2,-2.5,6,-1.8,2,-3,-1
CCc1nnc(NC(=O)CCN2C(=O)CCC2=O)s1,3,9,4,-1.6,1,-0.4,-1,-10,-2
CCOC(=O)N1CCN(C(=O)COc2ccc(Br)cc2Cl)CC1,-5,-19,0,-2.4,-10,-2.9,-3,18,0
COc1ccc(-n2nc(C(=O)Nc3cc(OC)c(OC)c(OC)c3)c3ccccc3c2=O)c(OC)c1,-13,4,-1,0.2,7,-0.3,0,2,-2
CCC(C)(C)NC(=O)C(NS(=O)(=O)c1cccs1)c1ccccc1 (configuration not stated),31,2,-1,-2.7,-10,-3.0,-2,1,-8
CCOC(=O)C(NC(=O)c1ccccc1)(OCc1ccccc1)C(F)(F)F (configuration not stated),-7,18,-2,-1.2,-6,-1.7,4,-12,7
COc1ccc(CNC(=O)CSc2nnnn2C)cc1OC,48,30,9,-1.9,-1,-4.2,1,1,-6
CC(OC(=O)c1ccncc1)C(=O)Nc1ccc([N+](=O)[O-])cc1Cl (configuration not stated),15,-4,4,0.2,1,-1.9,0,2,-8
NC(=O)c1ccc[n+](CC(=O)c2ccc(Cl)c(Cl)c2)c1,46,18,1,-1.1,0,-2.6,2,-5,-6
Cc1ccc2oc(/N=C(\N)NC(=O)C3CC3)nc2c1,10,10,8,-2.5,1,-4.0,-1,-6,4
CCOc1ccc(C2/C(=C(\O)c3cccc(OC)c3)C(=O)C(=O)N2c2ccccn2)cc1OC (configuration not stated),24,-1,-5,-0.9,6,-3.0,13,-8,-2
O=C(CCN1CCCCC1)c1ccc2c(c1)OCO2,23,-13,5,-5.8,-7,-1.4,2,-1,0
CC(C)CNC(=S)N(CCO)Cc1cc2cc3c(cc2[nH]c1=O)OCO3,-18,-1,1,-0.8,3,-1.4,5,-9,4
C(=C\c1nccc2c1[nH]c1ccccc12)/c1ccccc1,5,10,1,-0.4,-1,-2.1,9,3,12
O=S(=O)(Nc1cc(C(F)(F)F)ccc1N1CCOCC1)c1ccc2ccccc2c1,-2,38,-1,-4.3,-12,-2.6,-3,-14,0
COc1cccc(/C=N/NC(=O)c2nnn(-c3nonc3N)c2-c2cccs2)c1,-96,11,-2,-0.1,-8,-0.2,-5,-4,-13
COc1ccc(N(CC(=O)NCCSC(C)(C)C)S(C)(=O)=O)c(OC)c1,54,nt,3,-2.8,0,-3.0,2,9,-11
Cc1c(Cl)cccc1NC(=O)COC(=O)CN1C(=O)NC(C)(C)C1=O,39,nt,-2,-0.8,-6,2.9,-2,-8,-1
COc1cc(NS(C)(=O)=O)c(OC)cc1NC(=O)c1ccccc1,26,-1,6,-0.4,3,-1.6,-2,-8,5
CC1CC(CCC(=O)NC(=S)Nc2ccc(Cl)cn2)C(=O)O1 (configuration not stated),15,6,5,-2.5,-4,-1.6,-2,-11,3
CCCN(CCC)CCN1C(=O)C2C(C(=O)Nc3cccc(SC)c3)C3C=CC2(O3)C1C(=O)NC1CCCCC1 (configuration not stated),18,20,3,0.2,-8,-2.3,0,1,5
O=C(NCCN1CCOCC1)NC1(C(F)(F)F)Oc2ccccc2O1,14,16,1,-0.9,0,-2.7,7,2,72*
c1ccc(-c2nc(NCCCN3CCOCC3)c3ccccc3n2)cc1,4,10,-2,10*,-4,1.4,-6,-14,-4
CCC(C)[C@H](NC(=O)[C@@H]1Cc2ccccc2CN1)C(=O)NCc1ccc(OC)cc1 (some centres not stated),29,10,4,-3.0,-4,-3.3,-1,-6,0
Cc1cc(C)c(NC(=O)NC(=O)C(Cl)(Cl)Cl)c(C)c1,13,-44,3,0.2,6,-0.7,-1,6,-4
CCOc1ccc(N(Cc2cc3cc(OC)ccc3[nH]c2=O)C(=O)C2CCCO2)cc1 (configuration not stated),-4,2,-1,-2.8,-9,-2.2,2,4,-2
COc1ccc(S(=O)(=O)N2CCCCC2)cc1C(C)C,-8,2,1,-5.4,-14,-4.5,7,-19,-3
Clc1cc(Cl)cc(Nc2ncnc(-n3cccc3)n2)c1,3,-4,nt,0.6,3,-0.3,12,-11,-9
COc1ccc(N2C(=O)CC(N3CCN(S(=O)(=O)c4cc(C)ccc4C)CC3)C2=O)cc1 (configuration not stated),2,-9,7,-5.7,-12,-4.5,-1,2,0
O=C(Cn1nnc(-c2ccc(NC(=O)c3ccccc3F)cc2)n1)NCc1ccc(F)cc1,34,nt,-3,-2.6,-2,-0.3,2,10,-6
O=S(=O)(Cc1ccc(Cl)cc1)c1ccccc1-c1nnc(-c2ccc(Cl)cc2)o1,14,1,2,-4.5,-7,-1.9,-1,-10,-8
Cc1ccc(C)c(NC(=O)NNC(=O)c2ccc3ccccc3c2O)c1,6,10,3,-5.5,0,-1.2,4,-7,41*
Cc1cc(C)cc(NC(=S)N2CCN(S(=O)(=O)c3ccccc3)CC2)c1,47,-1,1,-4.9,-13,-2.9,nt,-6,2
Cc1ccc2sc(NC(=O)c3cccc(N4C(=O)CCC4=O)c3)nc2c1C,8,15,-5,0.7,-11,-1.7,2,4,-14
Cc1nn(C(=O)CNS(=O)(=O)c2ccccc2)c(C)c1Sc1ccc(Cl)cc1,4,24,0,1.4,-2,-0.4,1,-9,-8
CC(C)CN(C(=O)COC(=O)C1c2ccccc2Oc2ccccc21)C1CCS(=O)(=O)C1 (configuration not stated),14,14,4,-3.7,-4,-2.0,1,-6,-4
CC(C)CNC(=O)c1cnn2c(C(F)(F)F)cc(C(F)(F)F)nc12,-6,0,nt,0.7,8,0.2,0,0,-4
